Bioassay records from PubChem.
Eya2 phos inh: qHTS Assay for Inhibitors of the Phosphatase Activity of Eya2 | Protein phosphatase EYA2 (Homo sapiens), O00167 | recombinant Eya2, OMFP fluorescence dephosphorylation (OMFP is methylfluorescein phosphate) | Potency, µM (doses to about 76.9 µM), inactives show at the highest dose activity, negative = inhibition, usual class: inhibitors | 330,000 tested, 0.006% active | AID 488837, 2010; note: potency is the fitted concentration of half-maximal effect; % is set by controls: 0 for no effect and ±100 for the full control effect
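Eya2 protein (added as 0.2 uM solution) was preincubated with compound for 10 min at ambient temperature in 50 mM HEPES pH 7.5, 50 mM NaCl, 5 uM MgCl2, 0.05% BSA, 1 mM DTT. OMFP (added at 50 uM) then reacted 10 min; fluorescence read at 485/525 nm.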
ASM inhibitor: Inhibitors of Secretory Acid Sphingomyelinase (S-ASM): qHTS | Sphingomyelin phosphodiesterase (Homo sapiens), P17405 | placental ASM, HMU-PC fluorogenic substrate, 60 min | Potency, µM (titrated, usually from 57.5 µM), inactives show at the highest dose activity change, negative = inhibition, most hits filed as inhibitors | 340,000 tested, 0.006% active; note: potency is the fitted concentration of half-maximal effect
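HMU-PC0 cleavage (9 uM final) by human placental ASM, 60 min at 37 °C following 10 min compound exposure at RT; stopped at pH 10, fluorescence Ex 386/Em 447 nm.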
A-T KAP1 phos: qHTS Assay for Identifying a Potential Treatment of Ataxia-Telangiectasia. 320,000 tested, 0.19% active. […] A-T fibroblasts, KAP-1 phosphorylation AlphaLISA; neocarzinostatin DNA damage 30 min before lysis. Potency, µM (titrated, usually from 57.5 µM), for the others: top-dose activation, hits mostly activators; note: potency is the fitted concentration of half-maximal effect; % of control where 0% means no effect; nearly all actives have a fitted effect of over 45% in size
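hTERT-immortalized A-T patient fibroblasts ([…]), 500 cells/well in OPTI-MEM, 1% FBS, got compounds for 60 min, then NCS for 30 min at 37C. Lysates were then assayed for phospho-KAP-1 by AlphaLISA (anti-pKAP1 donor, anti-KAP1 acceptor beads), 6 hr at 25C.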
Integrin act MD: qHTS for Activators of Integrin-Mediated Alleviation for Muscular Dystrophy | alpha7betagal myoblasts, beta-gal FDG fluorescence, 48 h | Potency, µM (series often up to 38.3 µM), inactives show top-dose activation, usual class: activators | 350,000 tested, 0.064% active | AID 624291, 2012;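 note: potency is the fitted concentration of half-maximal effect; 100% = response of the positive control SU9516; nearly all actives have a fitted effect of over 60% in size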
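alpha7betagal+/- myoblasts (passage 13, 250/well) treated 48 h at 37C with compounds at 1:260 dilution of DMSO stock. Lysed, then beta-galactosidase activity read as FDG fluorescence (ex 480/em 540) after 30 min, with pre-read for autofluorescence.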
TSHR antagonist: Antagonists of the Thyroid Stimulating Hormone Receptor: HTS campaign; Thyrotropin receptor (Homo sapiens), P16473; TSHR-expressing cells, TSH-stimulated cAMP HTRF, 2 h; stronger effect = lower value; activity change, negative = inhibition, % at 11.5 µM; 330,000 tested, 0.2% active; AID 504810, 2011;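 active = activity change below a set negative limit, meaning inhibition stronger than a set level, cut at about -70% in these data; inconclusive = activity change between two set negative limits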; note: % is set by controls: 0 for no effect and ±100 for the full control effect
Target sequence (P16473 whole entry, looked up): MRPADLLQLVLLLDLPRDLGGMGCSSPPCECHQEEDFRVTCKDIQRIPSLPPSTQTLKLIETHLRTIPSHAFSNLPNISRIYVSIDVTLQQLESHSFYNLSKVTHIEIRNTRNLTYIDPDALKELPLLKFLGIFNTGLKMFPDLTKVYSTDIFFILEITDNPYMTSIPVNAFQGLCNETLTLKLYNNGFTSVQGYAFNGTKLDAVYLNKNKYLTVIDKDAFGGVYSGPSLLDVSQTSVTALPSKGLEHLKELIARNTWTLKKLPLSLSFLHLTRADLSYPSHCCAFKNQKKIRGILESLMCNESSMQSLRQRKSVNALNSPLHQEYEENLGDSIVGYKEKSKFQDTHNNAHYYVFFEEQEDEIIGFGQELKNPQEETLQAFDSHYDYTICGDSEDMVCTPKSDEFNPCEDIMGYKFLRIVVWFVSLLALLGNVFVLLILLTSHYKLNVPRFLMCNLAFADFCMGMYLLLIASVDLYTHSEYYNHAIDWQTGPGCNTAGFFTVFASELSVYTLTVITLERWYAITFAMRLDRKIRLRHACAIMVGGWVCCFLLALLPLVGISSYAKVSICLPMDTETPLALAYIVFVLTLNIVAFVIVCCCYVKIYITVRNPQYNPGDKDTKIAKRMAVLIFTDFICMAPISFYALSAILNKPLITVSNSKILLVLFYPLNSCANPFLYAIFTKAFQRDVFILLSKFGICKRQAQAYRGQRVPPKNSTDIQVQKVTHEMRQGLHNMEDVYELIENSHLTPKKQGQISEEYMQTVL
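TSHR-expressing cells, 200/well, pre-treated with compound, then stimulated with EC80 TSH (4nM final) for 2 hours at 37 deg C. cAMP measured by competitive HTRF: anti-cAMP cryptate antibody in lysis buffer plus cAMP-d2, read after 30 minutes at room temperature.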
Mito fusion yeast: qHTS Assay for Small Molecule Inhibitors of Mitochondrial Division or Activators of Mitochondrial Fusion; S. cerevisiae fusion-defective mutant growth rescue, CellTiterGlo 48 h; Potency, µM (doses to about 46.1 µM), for the others: top-dose growth rescue (activation), actives largely listed as activators; 320,000 tested, 0.23% active; AID 485298, 2010;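 note: potency is the fitted concentration of half-maximal effect; % of control where 0% means no effect; nearly all actives have a fitted effect of over 45% in size; temperature-sensitive fusion mutants such as fzo1-1 at 37 °C on non-fermentable ethanol glycerol medium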
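Temperature-sensitive fusion-defective S. cerevisiae (e.g. fzo1-1, mgm1-5) were grown with compound in YPEG medium (3% ethanol, 3% glycerol) for 48 hours at 37C. Growth rescue was measured as viability by CellTiterGlo luminescence after 10 minutes at ambient.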
Chronic BCR inh: qHTS Assay to Find Inhibitors of Chronic Active B-Cell Receptor Signaling; ABC-DLBCL IkBa-CBG/CBR reporter, luminescence ratio, 4 h; Potency, µM (highest dose often 46.1 µM), inactives show top-dose ratio change, negative = lower green/red ratio, most hits filed as inhibitors; 340,000 tested, 0.05% active; active = well fitted inhibition curve with a large enough effect in the signal ratio, with a control signal flat, not every such curve was filed as active; inconclusive = small, poorly fitted or top-dose-only effect, or effect the other way, or a change in a side signal; the % refers to the signal ratio;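 note: potency is the fitted concentration of half-maximal effect; plate controls were basal doxycycline-induced cells for no effect and cells given 10 µM MG132 for full effect; MG132 reads +100%, hits lower the ratio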
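Concentration-response series (up to 46 uM) were applied to TMD8 dual-reporter cells for 4 h at 37C with doxycycline. Green/red ratio, after filter-overlap correction, defined %Activity; red signal alone was normalised to basal cells and zero luminescence.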
Tb PFK block: qHTS Assay to Find Inhibitors of T. brucei phosphofructokinase | 330,000 tested, 0.17% active | T. brucei PFK, ADP-Glo luminescence | Potency, µM (doses to about 57.5 µM), inactives show at the highest dose activity, negative = inhibition, most hits filed as inhibitors | AID 485367, 2010;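 note: potency is the fitted concentration of half-maximal effect; 0% = uninhibited 1x PFK enzyme wells and -100% = no-enzyme wells; nearly all actives have a fitted effect of over 60% in size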
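1.25 nM PFK with 0.5 mM F6P and 0.1 mM ATP in 0.1 M TEA pH 8.0, 5 mM MgCl2, incubated 45 min at room temperature; ADP measured by ADP-Glo luminescence; compounds titrated up to 57 uM.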
TSG101-PTAP inh: qHTS Assay for Iinhibitors of HIV-1 Budding by Blocking the Interaction of PTAP/TSG101. Tumor susceptibility gene 101 protein (Homo sapiens), Q99816. Fluorescence polarization, FITC-PTAP peptide / Tsg101 binding. Potency, µM (series often up to 115 µM), without a hit: at the top dose activity change, negative = inhibition, most hits filed as inhibitors. 340,000 tested, under 10 active; active = well fitted inhibition curve with a large enough effect in the main read-out, with a control signal flat, not every such curve was filed as active; inconclusive = small, poorly fitted or top-dose-only effect, or effect the other way, or a change in a side signal; inactive = no such curve, though single readings can be large or run the other way; note: potency is the fitted concentration of half-maximal effect; % of control where 0% means no effect
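FP read-out: FITC-PTAP peptide, 50 nM final, binding Tsg101 binding domain, 10 uM final; 20 min, r.t.; 10 mM HEPES pH 7.5, 0.15 M NaCl, 0.01% Tween 20, 3 mM EDTA, 0.1 mM TCEP.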
TCR act: Activators of T cell receptors: qHTS campaign; AID 504894, 2011; primary human leukocytes, anti-CD3, IL-2 HTRF, 48 h; 330,000 tested, under 10 active; Potency, µM (highest dose often 9.22 µM), for the others: top-dose activation of IL-2 secretion, most hits filed as activators; note: % of control where 0% means no effect
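Activity was scored as IL-2 release from primary human leukocytes given only a TCR signal (a-CD3 beads) plus compound for 48 hr. Detection used a two-antibody HTRF format read at 665nm.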
ELG1 DNA repair: qHTS screen for small molecules that inhibit ELG1-dependent DNA repair in human embryonic kidney (HEK293T) cells expressing luciferase-tagged ELG1 | 330,000 tested, 2.3% active | HEK293T ELG1-luciferase reporter, luminescence, 16 h; DNA damage induced by 5-fluorouridine | AID 504467, 2011 | Potency, µM (top dose mostly 46.1 µM), for inactives: at the top dose activity change, negative = inhibition, actives largely listed as inhibitors; note: potency is the fitted concentration of half-maximal effect; % is set by controls: 0 for no effect and ±100 for the full control effect; nearly all actives have a fitted effect of over 55% in size
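Overnight (16 hr) co-exposure of 2,000 cells/well to 5-fluorouridine and compound at 37 °C preceded detection. Luciferase was quantified via ONE-Glo luminescence; loss of signal denotes inhibition.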
An asterisk follows results filed as active; ? = inconclusive; / = not tested or not shown; [ ] = dose if it differs, or a comment. Unless noted, calls come from the whole dose curve; as a rule, active = well fitted curve in the direction sought with a large enough effect; inconclusive = small, poorly fitted or top-dose-only effect, or another doubt; inactive = no such curve, though single readings can be large; an effect the other way counts as inactive or inconclusive.

Start of the data: the first 2 records, to show the layout:
The line under a structure holds: Eya2 phos inh | ASM inhibitor | A-T KAP1 phos | Integrin act MD | TSHR antagonist | Mito fusion yeast | Chronic BCR inh | Tb PFK block | TSG101-PTAP inh | TCR act | ELG1 DNA repair
- COc1cccc(C(=O)NCCNC(=O)c2ccc(C)nc2)c1
→ -3% | -1% | 1% | 15% | 2 | 0% | -5% | 0% | 0% | -3% | -4%
- COC(=O)Cc1[nH]n(-c2ccccc2)c(=O)c1C(C)=Nc1ccccc1
→ 8% | 1% | 2% | 3% | -10 | 4% | 12% | 0% | 0% | -3% | ?

The listing (from the top)
The line under a structure holds: Eya2 phos inh | ASM inhibitor | A-T KAP1 phos | Integrin act MD | TSHR antagonist | Mito fusion yeast | Chronic BCR inh | Tb PFK block | TSG101-PTAP inh | TCR act | ELG1 DNA repair
- COc1cccc(C(=O)NCCNC(=O)c2ccc(C)nc2)c1
→ -3% | -1% | 1% | 15% | 2 | 0% | -5% | 0% | 0% | -3% | -4%
- COC(=O)Cc1[nH]n(-c2ccccc2)c(=O)c1C(C)=Nc1ccccc1
→ 8% | 1% | 2% | 3% | -10 | 4% | 12% | 0% | 0% | -3% | ?
- Fc1ccc(NC(=S)NCc2ccccc2Cl)cc1
→ 3% | -1% | 4% | 0% | -12 | 15% | 4% | 0% | -1% | -1%[46.1 µM] | -16%
- CC(O)C1CCC2C3CC[C@H]4CC(O)CCC4(C)C3CC3(OCCO3)C12C (stereo not given in full)
→ 7% | -1% | 10% | 20% | -8 | 4% | -8% | -5% | 1% | 6% | -7%
- CCOC(=O)N1CCN(C(=O)CCn2c(=S)[nH]c3ccsc3c2=O)CC1
→ 2% | 0% | 2% | -32% | -4 | 3% | -16% | -6% | -2% | 2% | -5%
- Cc1ccc(NC(=O)C2C(=O)N(C)c3ccccc32)cc1 (stereo not given)
→ 6% | 1% | 4% | 0% | 1 | 4% | ? | 1% | 0% | -7%[46.1 µM] | ?
- Cc1c(OCC(=O)NCCCN2CCOCC2)ccc2c3c(c(=O)oc12)CCC3
→ 0% | -1% | -3% | ? | -1 | -3% | -1% | 3% | -12% | -9% | 2%
- CCOC(=O)c1sc(/N=C/C2=C(O)CC(C)(C)CC2=O)c(C(=O)OCC)c1C
→ -1% | -11% | 1% | -43% | 22 | -1% | -4% | 13% | -2% | 2% | ?
- CC(O)c1nc2ccc(Cc3ccc4nc(C(C)O)[nH]c4c3)cc2[nH]1 (stereo not given)
→ -10% | 6% | 1% | 22% | 11 | 1% | 0% | 1% | -4% | 1% | ?
- C=CCc1c(C)nc(C)nc1N/N=C/c1ccccc1
→ -6% | 0% | 0% | 1% | -3 | -3% | 4% | 4% | -3% | -7% | -11%
- O=[N+]([O-])c1cccc(CSC2=NCCN2S(=O)(=O)c2ccccc2)c1
→ -2% | -3% | 1% | -20% | -17 | -13% | ? | 0% | -5% | -7% | -12%
- CC(=O)N(C)C1=C(N2CCOCC2)C(=O)c2ccccc2C1=O
→ 0% | -2% | 2% | -5% | 15 | -18% | ? | -4% | -3% | 4% | ?
- Nc1nc(SCC(=O)Nc2cccc([N+](=O)[O-])c2)n[nH]1
→ -18% | 1% | -4% | -5% | -9 | / | -2% | -10% | -8% | 4% | 15%
- Cc1ccccc1-n1nnnc1Sc1nnnn1-c1ccccc1
→ -22% | 5% | 2% | -61%[inhibitor] | 2 | -8% | ? | 1% | -1% | 3% | ?
- Cc1nc2c(c(-c3ccccc3)c1C#N)C(=O)c1ccccc1-2
→ 3% | -20% | -1% | -13% | -11 | 2% | -9% | 2% | -4% | -6% | -1%
- O=C(c1ccc(Cn2c(=S)[nH]c3cc4c(cc3c2=O)OCO4)cc1)N1CCN(c2ncccn2)CC1
→ 13% | / | -2% | / | 12 | -4% | ? | -2% | / | / | 7.3µM*
- O=C1NC2(CCOc3ccccc32)C(=O)N1CC(=O)N(Cc1ccccc1)C1CCS(=O)(=O)C1 (stereo not given)
→ -20% | 0% | -2% | 12% | 1 | -3% | 10% | -3% | -3% | 7% | 25%
- CN1CCN(/N=C/c2nc(-c3cccc([N+](=O)[O-])c3)n3ccccc23)CC1
→ -10% | -3% | -6% | 10% | -1 | -1% | 8% | 3% | 2% | -1%[46.1 µM] | 0%
- Cc1ccc(NC(=O)COC(=O)c2ccc[n+]([O-])c2)c(Br)c1
→ 13% | -5% | -11% | 14% | / | / | -2% | 1% | -7% | -1% | 0%
- OCC[C@H]1C[C@H](O)[C@@H](O)[C@]2(Cc3ccccc3CCO2)O1
→ -20% | 8% | 16% | -3% | 1 | -5% | -8% | -2% | -2% | 7% | 4%
- CCC(C)[C@H]1CNCCN1CCc1cccc(F)c1 (stereo not given in full)
→ -13% | 0% | 9% | 6% | 6 | -12% | -3% | -3% | -3% | 6% | 12%
- CC1(C)CC(=O)C2=C(C1)N1C(=C(C#N)C2c2ccc(Cl)cc2)N=C(N)c2ccccc21 (stereo not given)
→ -8% | -16% | 17% | 10% | -33 | -7% | ? | -1% | 0% | -3% | -26%
- O=C(COc1ccccc1)NS(=O)(=O)c1ccc(Cl)cc1
→ -20% | 0% | 18% | 2% | 7 | 3% | 1% | 4% | -3% | 6% | 2%
- CCC(=O)N1CCc2cc(Br)cc(S(=O)(=O)CCC(=O)NCC3CCCO3)c21 (stereo not given)
→ -13% | 5% | 9% | 9% | 16 | -2% | -12% | 8% | -3% | -1% | -3%
- CC(Sc1nc2ccccc2c(=O)n1C)C(=O)NC1CCCCC1C (stereo not given)
→ 1% | 5% | 1% | -29% | 0 | 0% | 5% | 0% | 1% | -2% | 8%
- CCN(C[C@H]1N[C@@](Cc2ccccc2)(C(=O)OC)[C@H]2C(=O)N(C)C(=O)[C@@H]12)C(=O)Nc1ccc(C(F)(F)F)cc1
→ -6% | -4% | 0% | -1% | -5 | / | 2% | -3% | -5% | 7% | 11%
- C=CCn1c(C)cc(C(=O)CN2C(=O)c3ccccc3C2=O)c1C
→ 2% | 2% | -3% | 9% | -8 | -3% | -3% | 6% | -5% | / | ?
- COCCN(CCOC)C(=O)C12CCC(C)(C(=O)C1)C2(C)C (stereo not given)
→ 2% | 3% | 8% | -3%[7.66 µM] | 2 | -3% | -4% | -4% | -5% | 4% | -2%
- O=C(O)CCCNC(=O)/C(=C\c1ccc(Cl)cc1)NC(=O)c1ccc(Br)cc1
→ 8% | -1% | 2% | -20% | 6 | 0% | 4% | -4% | -5% | -2% | ?
- Cc1ccc(N2CCN(C(=O)CCc3nc4ccccc4[nH]3)CC2)c(C)c1
→ -16% | 5% | 2% | -20% | 14 | 5% | -11% | -1% | -7% | -5% | ?
- COc1ccc(-c2ncc3ccccn23)cc1OC
→ -9% | 23% | -3% | -12% | -2 | -5% | ? | ? | -2% | 0% | 1%
